HttQ103 aggreg: qHTS Multiplex Assay to Identify Dual Action Probes in a Cell Model of Huntington: Aggregate Formation (GFP). PC12 HttQ103-GFP aggregates, Acumen cytometry, 40 h. Potency, µM (doses to about 46.1 µM), inactives show top-dose activity change, negative = inhibition, actives largely listed as inhibitors. hit rate 1.1% among 220,000. AID 1688, 2009; note: % is set by controls: 0 for no effect and ±100 for the full control effect; nearly all actives have a fitted effect of over 60% in size
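PC12 cells with ecdysone-inducible HTT exon1 Q103-GFP, induced by 100 nM tebufenozide, given compounds in a concentration series. GFP aggregates (1–25 um, 6 SD above background) counted in lysates by laser-scanning cytometry, 488 nm excitation.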
Tau fluor cs: Counterscreen qHTS for Inhibitors of Tau Fibril Formation, Fluorescence Polarization. tau K18 P301L Alexa594 fluorescence, heparin fibrillization. Potency, µM (highest dose often 57.7 µM), without a hit: top-dose activity change, negative = decrease. hit rate 0.93% among 280,000. AID 1463, 2008; note: % is set by controls: 0 for no effect and ±100 for the full control effect; nearly all actives have a fitted effect of over 55% in size
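Human K18 P301L tau (15 uM unlabeled plus 0.24 uM Alexa 594-labeled, final) in 100 mM sodium acetate pH 7 was mixed with compound and 20 uM heparin and incubated 6 hr at 37 C.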
KDM4E inh: qHTS Assay for Inhibitors of Human Jumonji Domain Containing 2E (JMJD2E). hit rate 1.6% among 230,000. JMJD2E catalytic domain, FDH-coupled NADH fluorescence (FDH is formaldehyde dehydrogenase). Potency, µM (highest dose often 57.1 µM), inactives show at the top dose activity change, negative = inhibition, usual class: inhibitors. Lysine-specific demethylase 4E (Homo sapiens), B2RXH2; active = well fitted inhibition curve with a large enough effect, not every such curve was filed as active; inconclusive = small, poorly fitted or top-dose-only effect, or another doubt; inactive = no such curve, though single readings can be large or run the other way;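 note: 0% = wells with enzyme and -100% = buffer wells without enzyme; nearly all actives have a fitted effect of over 50% in size; many of its hits are not listed in these tables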
Target sequence (B2RXH2 1-337 limits assumed): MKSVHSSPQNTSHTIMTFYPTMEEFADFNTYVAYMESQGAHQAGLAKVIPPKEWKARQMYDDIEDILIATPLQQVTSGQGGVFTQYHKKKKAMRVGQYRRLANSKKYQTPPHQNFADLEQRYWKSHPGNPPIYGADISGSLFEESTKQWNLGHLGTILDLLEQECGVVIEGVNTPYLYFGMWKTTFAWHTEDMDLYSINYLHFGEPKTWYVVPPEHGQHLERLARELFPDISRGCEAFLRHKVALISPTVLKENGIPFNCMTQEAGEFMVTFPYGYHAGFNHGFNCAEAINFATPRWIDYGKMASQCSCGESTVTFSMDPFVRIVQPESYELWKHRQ
SMN2 splice up: qHTS Assay for Enhancers of SMN2 Splice Variant Expression; Potency, µM (highest dose often 46.1 µM), without a hit: top-dose activity change, positive = activation, hits mostly activators; hit rate 2.8% among 210,000; HEK293 SMN2-luciferase splicing reporter, luminescence, 30-36 h; note: % of control where 0% means no effect; nearly all actives have a fitted effect of over 55% in size
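HEK293 cells carry an SMN2 […]–luciferase reporter in which exon 7 inclusion puts luciferase in frame. Cells were plated 10-12 h before compound addition, then incubated 30-36 h at 37C. ONE-Glo luminescence was read; sodium butyrate at 4.5 mM final served as control.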
Tau ThT inhib: qHTS for Inhibitors of Tau Fibril Formation, Thioflavin T Binding; recombinant tau K18 P301L (four-repeat tau fragment), heparin-induced fibrillization, ThT fluorescence; Microtubule-associated protein tau (Homo sapiens), P10636; Potency, µM (doses to about 57.4 µM), inactives show at the highest dose activity, negative = inhibition, most hits filed as inhibitors; AID 1460, 2008; hit rate 2.1% among 270,000; note: % is set by controls: 0 for no effect and ±100 for the full control effect; nearly all actives have a fitted effect of over 55% in size
Target sequence (P10636 561-689 P618L limits assumed): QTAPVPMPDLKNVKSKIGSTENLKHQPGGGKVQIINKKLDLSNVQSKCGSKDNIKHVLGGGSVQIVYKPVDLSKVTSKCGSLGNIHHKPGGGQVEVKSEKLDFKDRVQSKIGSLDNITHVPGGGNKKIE
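K18 P301L tau (15 uM + 0.24 uM Alexa 594-tagged), heparin 20 uM, NaOAc pH 7, 6 h 37 C; ThT 30 uM, 1 h RT, ex 450/em 510 nm.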
ALDH1A1 block: qHTS Assay for Inhibitors of Aldehyde Dehydrogenase 1 (ALDH1A1); Aldehyde dehydrogenase 1A1 (Homo sapiens), P00352; Purified ALDH1A1, NADH fluorescence, propionaldehyde substrate; Potency, µM (titrated, usually from 75.3 µM), without a hit: at the top dose activity, negative = inhibition, most hits filed as inhibitors; hit rate 7.3% among 220,000; AID 1030, 2008; active = well fitted inhibition curve with a large enough effect, not every such curve was filed as active; inconclusive = small, poorly fitted or top-dose-only effect, or another doubt; inactive = no such curve, though single readings can be large or run the other way;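 note: plate controls were no enzyme wells and a reference inhibitor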
Target sequence (P00352 whole entry, looked up): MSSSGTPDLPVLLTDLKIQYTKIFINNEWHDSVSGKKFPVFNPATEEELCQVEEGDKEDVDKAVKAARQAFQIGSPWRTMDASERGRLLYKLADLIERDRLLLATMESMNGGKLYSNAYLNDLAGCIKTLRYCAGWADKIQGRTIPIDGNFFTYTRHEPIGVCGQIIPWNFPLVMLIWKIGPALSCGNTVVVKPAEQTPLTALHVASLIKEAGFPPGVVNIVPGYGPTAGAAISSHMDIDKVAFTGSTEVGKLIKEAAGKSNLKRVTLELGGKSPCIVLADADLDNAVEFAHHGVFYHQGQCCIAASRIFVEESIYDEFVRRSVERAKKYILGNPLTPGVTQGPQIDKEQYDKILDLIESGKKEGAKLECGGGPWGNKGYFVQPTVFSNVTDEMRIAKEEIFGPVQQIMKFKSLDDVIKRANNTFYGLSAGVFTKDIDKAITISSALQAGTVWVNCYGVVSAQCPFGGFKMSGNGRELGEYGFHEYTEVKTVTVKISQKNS
Tau fibril FP: qHTS for Inhibitors of Tau Fibril Formation, Fluorescence Polarization | Potency, µM (highest dose often 57.7 µM), inactives show at the highest dose activity, negative = inhibition, usual class: inhibitors | hit rate 0.39% among 280,000 | K18 P301L tau heparin fibrillization, Alexa594 FP, 6 h | Microtubule-associated protein tau (Homo sapiens), P10636 | AID 1468, 2008; note: % is set by controls: 0 for no effect and ±100 for the full control effect; nearly all actives have a fitted effect of over 55% in size
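Human tau K18 […] P301L fragment, 15 uM unlabeled plus 0.24 uM Alexa 594-labeled tau (final), with compound and 20 uM heparin in 100 mM sodium acetate pH 7; 6 hr at 37 C, then Alexa 594 FP read.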
HTT cytoprotect: qHTS Multiplex Assay to Identify Dual Action Probes in a Cell Model of Huntington: Cytoprotection (ATP); PC12 HTT-Q103 induced, cytoprotection, ATP luminescence, 40 h; Potency, µM (doses to about 56.4 µM), inactives show cytoprotection (ATP increase), usual class: activators; hit rate 0.14% among 230,000;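 note: % of control where 0% means no effect; nearly all actives have a fitted effect of over 45% in size; toxic huntingtin expression switched on by the ecdysone agonist tebufenozide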
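Stable PC12 Q103-GFP cells in serum-supplemented, phenol red-free DMEM; induction by tebufenozide at 100 nM final; compound dose series; cell viability quantified luminescently from ATP.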
Starred values were filed as active, the others as inactive; ? = inconclusive; · = not tested or not shown; & = joins results of further samples; [ ] = dose if it differs, or a comment. Unless noted, calls come from the whole dose curve; as a rule, active = well fitted curve in the direction sought with a large enough effect; inconclusive = small, poorly fitted or top-dose-only effect, or another doubt; inactive = no such curve, though single readings can be large; an effect the other way counts as inactive or inconclusive. Potency is the fitted concentration of half-maximal effect. The list is partial (hit frequency here may not be typical).

1	CNCCc1ccccc1
2	C=CCN1CC[C@]23c4c5ccc(O)c4O[C@@H]2C(=O)CC[C@]3(O)[C@H]1C5
3	Fc1ccc(C(OCCN2CCCC2)c2ccc(F)cc2)cc1
4	COc1cc(Cn2c(=O)oc3ccc(C)cc32)ccc1OC(C)C
5	CCCCOCCCn1c(N)c(C(=O)OC(C)COC)c2nc3ccccc3nc21 (configuration not stated)
6	O=C(N/N=C/c1c(O)n(CCC2=CCCCC2)c(=O)[nH]c1=O)c1ccccc1

compound no. | 1 | 2 | 3 | 4 | 5 | 6
HttQ103 aggreg | 17%[9.22 µM] | · | -14% | ? | -8% | -14%
Tau fluor cs | 0% | -2% | 9% | -11% | 1% | -23%
KDM4E inh | -9% | ? | 8% | 1% | -2% | ?
SMN2 splice up | · | -13%[20.6 µM] | -8% | -32%[inhibitor] | -11% | -62%[inhibitor]
Tau ThT inhib | 4% | -5% | 3% | -8% | 4% | ?
ALDH1A1 block | · | -1% | 0% | 10% | ? | ?
Tau fibril FP | -10% | 5% | 0% | 6% | 3% | -5%
HTT cytoprotect | 19%[10 µM] | 5% | 9%[10 µM] | -22%[10 µM] | 16%[10 µM] | 29%[10 µM]

7	O=c1[nH]c(=O)n(CCc2ccc(F)cc2)c(O)c1C=NCCCN1CCOCC1
8	COc1ccc2c(c1)[C@@]13CCCCC1[C@@H](C2)N(C)CC3 (some centres not stated)
9	NC(=O)CN1CC(c2ccccc2)CC1=O (configuration not stated)
10	O=c1c2ccccc2nc(-c2ccco2)n1-c1ccccc1
11	COc1ccc(C(=O)CC2C(=O)N(C)C(=O)N(C)C2=O)cc1
12	O=C(c1cccc([N+](=O)[O-])c1)C12CN3CN(CN(C3)C1)C2

compound no. | 7 | 8 | 9 | 10 | 11 | 12
HttQ103 aggreg | 13% | · | 0% | -12% | 3% | 6%
Tau fluor cs | 2% | -6% | -5% | -10% | -7% | -1%
KDM4E inh | -1% | 0% | 2% | 2% | 7% | 3%
SMN2 splice up | 5% | -9% | · | -27% | 3% | 7%
Tau ThT inhib | -5% | 0% | -5% | -5% | ? | 0%
ALDH1A1 block | 1% | -2% | -2% | -6% | 18µM* | 6%
Tau fibril FP | -1% | 2% | 2% | 6% | ? | 3%
HTT cytoprotect | 10%[0.074 µM] | -87%[inhibitor] | -6% | 1%[10 µM] | 6%[10 µM] | 0%

13	CN1C2CC(OC(=O)C(CO)c3ccccc3)CC1C(O)C2 (configuration not stated)
14	CN(C)P(=NC(=S)c1cccn1C)(N(C)C)N(C)C
15	C/C=C(/C)C(=O)OC1CC[C@]2(C)C3CCC4[C@]5(O)CC(O)[C@]6(O)C(CN7CC(C)CCC7[C@]6(C)O)[C@]5(O)C[C@@]42O[C@]13O (some centres not stated)
16	O=c1[nH]c(=S)n(Cc2ccc(F)cc2)c(O)c1C=NCCCn1ccnc1
17	CCN(CC)C(=O)c1ccc(NC(=O)CSc2nnnn2-c2cc(OC)ccc2OC)cc1
18	CCOC(=O)N(C)c1ccc(C(O)(C(=O)OCC)C(F)(F)F)cc1 (configuration not stated)

compound no. | 13 | 14 | 15 | 16 | 17 | 18
HttQ103 aggreg | · | -14% | · | -8%[9.22 µM] | -16% | -6%
Tau fluor cs | 4% | -3% | -1% | -11% | -10% | -1%
KDM4E inh | -10% | -12% | 1% | 11% | 2% | 4%
SMN2 splice up | 9% | 3% | 4% | · | -9% | -21%
Tau ThT inhib | 8% | -7% | -1% | -8% | -10% | -7%
ALDH1A1 block | 4% | ? | 3% | · | 8.9µM* | 0%
Tau fibril FP | 3% | 0% | -1% | 3% | -11% | 3%
HTT cytoprotect | -27% | -24% | · | -5%[10 µM] | -2% | -10%[0.074 µM]

19	Cc1ccc(N2C(=O)NC(=O)C(CCc3ccccn3)(Cc3ccc(F)cc3)C2=O)cc1 (configuration not stated)
20	NNC(=O)c1ccc(Cl)cc1
21	COc1ccc(-c2nc(CS(=O)CC(=O)N3CCC4(CC3)OCCO4)c(C)o2)cc1 (configuration not stated)
22	CCC(=Nc1ccc(OC)cc1OC)c1c(O)[nH]c(=O)[nH]c1=O
23	CC(=NCCCn1ccnc1)c1c(O)n(-c2ccccc2)c(=O)[nH]c1=O
24	Clc1ccc(N2CCNCC2)nn1

compound no. | 19 | 20 | 21 | 22 | 23 | 24
HttQ103 aggreg | -2%[9.22 µM] | -30% | 13% | -13% | -8%[9.22 µM] | 23%
Tau fluor cs | 5% | -5% | -2% | 0% | -6% | -1%
KDM4E inh | -5% | 100%[activator] | ? | -7% | -8% | 8%
SMN2 splice up | 0% | -3% | 3% | -2% | · | -1%
Tau ThT inhib | 2% | -18% | -8% | -1% | · | -12%
ALDH1A1 block | 2% | ? | ? | -4% | · | -12%
Tau fibril FP | 6% | ? | -6% | 2% | 2% | 2%
HTT cytoprotect | 11%[10 µM] | -7%[10 µM] | ? | -17% | 20%[10 µM] | -27%

25	C=CCN=C(SCC(=O)c1ccc(Cl)cc1)c1c(O)n(C)c(=O)n(C)c1=O
26	Oc1ccc2c3c1O[C@H]1c4[nH]c5c(c4C[C@@]4(O)[C@@H](C2)N(CC2CC2)CC[C@]314)C[C@]1(O)[C@H]2Cc3ccc(O)c4c3[C@@]1(CCN2CC1CC1)[C@@H]5O4
27	COc1ccc2cc1Oc1ccc(cc1)CC1c3cc(c(OC)cc3CCN1C)Oc1c(OC)c(OC)cc3c1C(C2)N(C)CC3 (configuration not stated)
28	Cc1cc(C)cc(N2C(=O)NC(=O)/C(=C/c3cccn3-c3ccc(Cl)cc3)C2=O)c1
29	CN1CCN(Cc2nc3ccccc3c(=O)[nH]2)CC1
30	CC(=O)c1ccc2c(c1)OCO2

compound no. | 25 | 26 | 27 | 28 | 29 | 30
HttQ103 aggreg | 1%[9.22 µM] | · | · | 9% | 11% | -4%
Tau fluor cs | -22% | -12% | 0% | -23% | -7% | -15%
KDM4E inh | 1% | ? | -9% | -2% | -1% | -7%
SMN2 splice up | · | · | -21% | 14% | 6% | -16%
Tau ThT inhib | ? | ? | 4% | ? | -11% | -8%
ALDH1A1 block | · | -4% | 6% | 9% | 4% | -3%
Tau fibril FP | ? | -5% | 5% | -2% | 0% | -1%
HTT cytoprotect | 4%[10 µM] | 1% | -284%[inhibitor] | -3%[10 µM] | -16% | ·

31	CC(C)c1ccc(NC(=O)c2ccc3c(c2)CCN3S(=O)(=O)c2ccccc2)cc1
32	Clc1ccc(C2=CCC[C@H]3CC[C@@H]2N3)cn1
33	CC[C@@]1(O)CC(O)c2c(cc3c(c2O)C(=O)c2c(O)ccc(O)c2C3=O)C1C(=O)OC (some centres not stated)
34	Cc1cc(C)n2nc(C)[n+](C)c2n1
35	O=C1CC(C(=O)N2CCC3(CC2)OCCO3)CN1CCc1ccccc1 (configuration not stated)
36	ClC1=C(Cl)C2(Cl)C3C(Cl)C=CC3C1(Cl)C2(Cl)Cl (configuration not stated)

compound no. | 31 | 32 | 33 | 34 | 35 | 36
HttQ103 aggreg | · | · | · | -9% | ? | ·
Tau fluor cs | -15% | -7% | -27% | 7% | -2% | 1%
KDM4E inh | · | -9% | 13µM* | ? | 4% | 1%
SMN2 splice up | -28% | · | -10% | -10% | -23% | -10%&0%
Tau ThT inhib | 13% | -15% | 7.9µM* | 16% | -2% | -1%
ALDH1A1 block | · | 10µM* | 1% | 2% | -7% | -1%&5%
Tau fibril FP | ? | 6% | -14% | 4% | 6% | -3%
HTT cytoprotect | · | 28% | -270%[inhibitor] | -19% | -6% | 0%

37	C1=C(CCNCc2ccccc2)CCCC1
38	C[C@H]1CC[C@H]2NCCN[C@H]2C1
39	CN1CCN(c2ccc([N+](=O)[O-])c(N3CCCCC3)c2)CC1
40	Cc1c(N=Cc2c(O)n(C3CCCCC3)c(=O)[nH]c2=O)c(=O)n(-c2ccccc2)n1C
41	COc1ccc(-n2c(O)c(C(C)=Nc3ccc4c(c3)CCC4)c(=O)[nH]c2=O)cc1
42	CCOC(=O)C1=CC(=C2C(=O)N(CC)C(=S)N(CC)C2=O)c2ccccc2O1
43	CCCCCn1c(=O)c(C(=O)Nc2ccccc2S(N)(=O)=O)c(O)c2ccccc21
44	Clc1ccc2c(c1)C(OC1CN3CCC1CC3)c1ccccc1CS2 (configuration not stated)

compound no. | 37 | 38 | 39 | 40 | 41 | 42 | 43 | 44
HttQ103 aggreg | 0% | -6%[9.22 µM] | 14%[9.22 µM] | 21% | 8%[9.22 µM] | 26% | 9%[9.22 µM] | -15%
Tau fluor cs | -5% | -7% | -6% | -20% | -10% | -29% | 11% | 3%
KDM4E inh | 1% | 2% | -7% | -4% | -11% | 0% | 6% | 6%
SMN2 splice up | 0% | · | · | -4% | · | · | · | -18%
Tau ThT inhib | -2% | -5% | -20% | ? | ? | ? | 7% | ?
ALDH1A1 block | -2% | · | ? | ? | ? | ? | 13% | 13%
Tau fibril FP | 3% | 1% | 1% | ? | 4% | ? | 8% | 4%
HTT cytoprotect | 18% | 5%[10 µM] | ? | 12% | 23%[10 µM] | -19% | -20%[10 µM] | 32%[0.074 µM]

Compound profiles, as listed above. Order of screens: HttQ103 aggreg | Tau fluor cs | KDM4E inh | SMN2 splice up | Tau ThT inhib | ALDH1A1 block | Tau fibril FP | HTT cytoprotect
Shown for ClC1=C(Cl)C2(Cl)C3C(Cl)C=CC3C1(Cl)C2(Cl)Cl (configuration not stated) = · | 1% | 1% | -10%&0% | -1% | -1%&5% | -3% | 0%
Shown for Cc1cc(C)n2nc(C)[n+](C)c2n1 = -9% | 7% | ? | -10% | 16% | 2% | 4% | -19%
Shown for COc1ccc(-n2c(O)c(C(C)=Nc3ccc4c(c3)CCC4)c(=O)[nH]c2=O)cc1 = 8%[9.22 µM] | -10% | -11% | · | ? | ? | 4% | 23%[10 µM]
